Assay outcomes from PubChem BioAssay.
POLH inh: inhibitors of human DNA polymerase eta. Q9Y253. recombinant Pol eta, fluorescent DNA replication assay. Potency, µM (doses to about 114 µM), inactives show top-dose activity change, negative = inhibition, usual class: inhibitors. hit rate 1.2% among 390,000; further: on the % scale 0 is the no-effect control and ±100 the full control effect
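Pol eta at 10 nM preincubated with compounds 15 min at room temperature; reaction started with fluorescent substrate (50 nM final) and read kinetically at 0 and 10 min.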
POLI inh: DNA polymerase iota (human) inhibition. Q9UNA4. Pol iota fluorescent replication assay, 10 min. Potency, µM (doses to about 115 µM), for inactives: at the top dose activity, negative = inhibition, most hits filed as inhibitors. hit rate 1% among 390,000. AID 588590
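Pol iota at 10 nM preincubated 15 min with compounds at room temperature; reaction started with fluorescent substrate, 50 nM final. Fluorescence read kinetically at 0 and 10 min; buffer-only wells as negative control.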
APEX1 inh: blocks human APE1 abasic DNA cleavage; P27695; recombinant APE1, TAMRA/BHQ-2 abasic DNA cleavage fluorescence; Potency, µM (top dose mostly 65.8 µM), inactives show top-dose activity change, negative = inhibition, most hits filed as inhibitors; hit rate 0.35% among 350,000; AID 2517;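 further: plate controls were vehicle for no effect and reference inhibitor for full effect; nearly all actives have a fitted effect of over 55% in size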
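APE1 at 0.75 nM preincubated 15 min at room temperature with compound. Reaction then started with 50 nM double-stranded THF-abasic substrate labelled with TAMRA/BHQ-2, and 525/598 nm fluorescence read kinetically. Activity taken as third-minus-first read difference, normalized to DMSO and NSC13755 controls.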
POLK inh: blocks human DNA polymerase kappa activity; Potency, µM (highest dose often 107 µM), for inactives: at the top dose activity, negative = inhibition, most hits filed as inhibitors; purified Pol kappa, fluorescent DNA synthesis assay, 10 min; Q9UBT6; hit rate 0.53% among 400,000; AID 588579; further: on the % scale 0 is the no-effect control and ±100 the full control effect
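Readout: fluorescence, taken kinetically at 0 and 10 min. Conditions: 10 nM Pol kappa, 15 min RT compound preincubation, 50 nM substrate final. Controls: enzyme-free buffer wells.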
BAZ2B block: BAZ2B (human) inhibition; Q9UIF8; AlphaScreen BAZ2B-H3K14Ac peptide displacement; Potency, µM (top dose mostly 114 µM), without a hit: top-dose activity change, negative = inhibition, most hits filed as inhibitors; hit rate 4.4% among 360,000; further: on the % scale 0 is the no-effect control and ±100 the full control effect; nearly all actives have a fitted effect of over 60% in size
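BAZ2B (50 nM) with biotin-H3(5-23)K14Ac peptide (50 nM) in PBS pH 7.4, 0.01% Tween-20, preformed 30 min, then compound 30 min at room temperature; top concentration 110uM. AlphaScreen streptavidin donor/nickel chelate acceptor beads (10 ug/mL final), 20 min dark, signal read.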
Apoferritin bind: candidate novel general anesthetic via apoferritin binding. hit rate 0.074% among 350,000. P02791. apoferritin/1-aminoanthracene competitive binding, fluorescence. Potency, µM (doses to about 77.5 µM), for inactives: at the highest dose activity change, negative = displacement, usual class: inhibitors; further: on the % scale 0 is the no-effect control and ±100 the full control effect; nearly all actives have a fitted effect of over 20% in size
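10 uM apoferritin + 50% sat. 1-AMA, PBS; cpd 10 min RT; Ex380/Em535 endpoint; normalized to free probe vs complex; 4-param Hill fit; propofol titration as pos. ctrl.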
G9a block: blocks human histone lysine methyltransferase G9a; AID 504332; Q96KQ7; G9a H3K9 monomethylation, AlphaScreen, 2 h; hit rate 8.8% among 350,000; Potency, µM (doses to about 102 µM), for inactives: at the highest dose activity, negative = inhibition, usual class: inhibitors; further: on the % scale 0 is the no-effect control and ±100 the full control effect; nearly all actives have a fitted effect of over 75% in size
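Readings reflect AlphaScreen signal from monomethyl-H3K9 antibody detection. HMT at 20 nM; substrate b-H3K9 500 nM; cofactor SAM 20 uM; 2 h RT reaction; compounds tested as titrations in qHTS with 15 min preincubation.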
Pol beta inh: blocks human DNA polymerase beta activity | P06746 | Pol beta primer extension/strand displacement, fluorescence kinetic | Potency, µM (doses to about 114 µM), inactives show at the top dose activity change, negative = inhibition, usual class: inhibitors | hit rate 1.3% among 340,000 | AID 485314; further: on the % scale 0 is the no-effect control and ±100 the full control effect
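Kinetic readout of DNA synthesis with strand displacement by Pol beta. Compound and 10 nM enzyme sit 15 min at room temperature; 50 nM substrate starts the reaction, read immediately and at 10 min.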
BLM helicase inh: Bloom syndrome helicase (human) inhibition; recombinant BLM DNA unwinding, fluorescence dequenching; P54132; Potency, µM (top dose mostly 56.1 µM), for the others: at the top dose activity change, negative = inhibition, hits mostly inhibitors; hit rate 0.2% among 350,000;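 further: plate controls were vehicle for no effect and no enzyme for full effect; nearly all actives have a fitted effect of over 35% in size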
Target sequence (P54132 whole entry, looked up): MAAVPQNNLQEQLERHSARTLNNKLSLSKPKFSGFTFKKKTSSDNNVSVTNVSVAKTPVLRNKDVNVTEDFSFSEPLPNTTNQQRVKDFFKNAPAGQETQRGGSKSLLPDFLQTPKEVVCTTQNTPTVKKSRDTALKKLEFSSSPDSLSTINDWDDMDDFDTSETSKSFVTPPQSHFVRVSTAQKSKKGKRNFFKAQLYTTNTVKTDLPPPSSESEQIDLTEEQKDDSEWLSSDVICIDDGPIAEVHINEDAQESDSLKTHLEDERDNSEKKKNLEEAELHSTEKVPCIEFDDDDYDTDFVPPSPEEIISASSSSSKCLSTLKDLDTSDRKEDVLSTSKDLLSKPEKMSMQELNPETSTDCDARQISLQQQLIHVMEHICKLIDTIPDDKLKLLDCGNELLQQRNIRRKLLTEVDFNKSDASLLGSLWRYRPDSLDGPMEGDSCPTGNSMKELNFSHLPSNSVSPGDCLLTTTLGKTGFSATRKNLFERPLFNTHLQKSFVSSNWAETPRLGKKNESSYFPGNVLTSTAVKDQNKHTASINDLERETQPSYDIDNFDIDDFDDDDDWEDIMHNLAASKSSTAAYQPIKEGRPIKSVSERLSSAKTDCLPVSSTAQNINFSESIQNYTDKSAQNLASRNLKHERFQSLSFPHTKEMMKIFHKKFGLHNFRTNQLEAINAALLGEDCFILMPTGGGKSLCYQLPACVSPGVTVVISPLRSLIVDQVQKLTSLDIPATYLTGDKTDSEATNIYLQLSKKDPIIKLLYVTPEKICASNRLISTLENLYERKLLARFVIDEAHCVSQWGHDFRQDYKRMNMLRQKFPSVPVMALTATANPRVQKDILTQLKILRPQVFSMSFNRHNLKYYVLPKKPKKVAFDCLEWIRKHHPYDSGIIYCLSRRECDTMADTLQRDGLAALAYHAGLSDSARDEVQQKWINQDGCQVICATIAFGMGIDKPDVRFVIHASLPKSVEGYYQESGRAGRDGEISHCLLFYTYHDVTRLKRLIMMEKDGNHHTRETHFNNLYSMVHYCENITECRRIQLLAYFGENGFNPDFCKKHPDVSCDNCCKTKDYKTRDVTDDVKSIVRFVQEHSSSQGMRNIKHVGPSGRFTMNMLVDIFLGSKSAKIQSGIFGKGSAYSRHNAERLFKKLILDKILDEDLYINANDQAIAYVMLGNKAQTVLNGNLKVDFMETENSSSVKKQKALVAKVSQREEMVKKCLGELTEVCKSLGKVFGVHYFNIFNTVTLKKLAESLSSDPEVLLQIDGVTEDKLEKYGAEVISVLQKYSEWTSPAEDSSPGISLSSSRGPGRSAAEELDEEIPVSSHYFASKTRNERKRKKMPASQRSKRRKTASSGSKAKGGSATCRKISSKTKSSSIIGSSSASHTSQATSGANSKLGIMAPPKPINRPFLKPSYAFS
Starred values were filed as active, the others as inactive; ? = inconclusive; . = no result given; & = joins results of further samples; [ ] = dose if it differs, or a comment. The call rests on the fitted dose curve; in most records, active means well fitted curve in the direction sought with a large enough effect; inconclusive means small, poorly fitted or top-dose-only effect, or another doubt; inactive means no such curve, though single readings can be large; an effect the other way counts as inactive or inconclusive. Potency means the concentration at half of the fitted maximal effect. The list is partial; rates above refer to the full screens.

SMILES	POLH inh	POLI inh	APEX1 inh	POLK inh	BAZ2B block	Apoferritin bind	G9a block	Pol beta inh	BLM helicase inh
CCOC(=O)CSc1nnc(Cc2cc(=O)[nH]c(=O)[nH]2)n1-c1ccc(Cl)cc1	-12%	-21%	-5%	8%	-1%	-4%	50µM*	0%	3%
CCCCn1c(N)c(N(CCOC)C(=O)C2CCCN(C(=O)c3ccc(Cl)cc3)C2)c(=O)[nH]c1=O (stereo not drawn)	-17%	31%[activator]	-8%	-5%	-9%	.	28µM*	.	.
Cc1[nH]c2ccccc2c1/C=C/c1nc2ccccc2c(=O)n1-c1cccc([N+](=O)[O-])c1	-12%	22%	2%	-12%	-9%	-3%	?	-2%	-6%
CCn1cc(/C=C(\NC(=O)c2ccc(OC)c(OC)c2)C(=O)NCCCn2ccnc2)c2ccccc21	?	?	.	-43%	-36%	4%	11%[59 µM]	4%	1%
CCOC(=O)c1c(NC(=O)COC(=O)c2cnccn2)sc(C)c1C	-9%	46%[activator]	-13%	-9%	.	.	.	.	.
CC(=C/C(=O)O)/C(=C\c1ccc(Br)o1)C(=O)O	-7%	23%	-9%	-5%	-4%	-1%	4%	-6%	2%
O=C(COc1ccccc1Cl)NC(=S)Nc1ccc(CN2CCOCC2)cc1	-14%	9%	-6%	-13%	?	-14%	-10%	12%	-2%
CCOC(=O)C1CCCN(c2cc(C)nc3cc(-c4ccc(Cl)cc4)nn23)C1 (stereo not drawn)	-32%	9%	2%	-3%	13%	-10%	-13%[59 µM]	-6%	-8%
COc1ccccc1CC(=O)NN1C(=O)NC2(CCC(C)CC2)C1=O (stereo not drawn)	-20%	34%[activator]	5%	-14%	8%	.	-9%	.	.
C=CC[C@@H](CC(=O)NCCO)C(=O)NCCOC(=O)[C@@H](CC=C)Cc1ccc(F)cc1	0%	-28%	28%	-6%	.	.	.	.	.
CC1Sc2ccc(C(=O)Nc3ccccc3OC(F)F)cc2NC1=O (stereo not drawn)	-17%	13%	15%	-20%	7%	.	?	.	.
CCCN1C=CC(=CC=C(C#N)C#N)C=C1	-14%	17%	2%	1%	-1%	4%	?	9%	-1%
Cc1cc(C)c2c(=O)cc(CSCC(=O)Nc3nnc(C)s3)[nH]c2c1	-10%	-17%	.	-11%[60.1 µM]	0%	56%[activator]	10%[59 µM]	1%	-1%
Cc1c(CN2CCC(CO)(Cc3cccc(C(F)(F)F)c3)CC2)c2ccccc2n1C	-20%	8%	-2%	-4%	?	?	.	-22%	-3%
COc1ccccc1NC(=O)c1sc2nc(N3CCOCC3)c3c(c2c1N)CC(C)(C)OC3	-13%	16%	.	4%	2%	3%	-2%[59 µM]	9%	4%
COc1ccccc1C(=O)NC(CCSC)C(=O)NCc1ccccn1 (stereo not drawn)	-21%	42%[activator]	19%	-8%	-11%	.	?	.	.
CCC(Oc1ccccc1)C(=O)Nc1ccc(-c2nnc(-c3ccco3)o2)cc1 (stereo not drawn)	-17%	22%	7%	-13%	4%	-14%	?	7%	-7%
CC(C)(CO)N1CCN(C(=S)Nc2ccccc2)CC1	-8%	-7%	0%	9%	-2%	31%[activator]	-1%[12.7 µM]	14%	-1%
Cc1ccc(Cn2cc(S(=O)(=O)c3cccc(Cl)c3)c(=O)c3cc(F)c(N4CCCCC4)cc32)cc1	-8%	45%[activator]	.	7%	-3%	-11%	8%[59 µM]	7%	-3%
CCOC(OCC)OCC	.	.	-5%	11%[60.1 µM]	.	34%[activator]	.	.	-1%
Cc1cc(/C=C(\C#N)C(=O)Nc2ccccc2)c(C)n1-c1cccnc1	-5%	65%[activator]	-2%	-8%	-25%	0%	?	-26%	2%
Cc1cc(C(=O)CCC(=O)NNC(=O)c2ccccc2O)c(C)s1	2%	-5%	-8%	-23%	-3%	.	16%	.	.
Cn1c(N)c(S(=O)(=O)N2CCN(c3ccccc3F)CC2)c(=O)n(C)c1=O	-12%	1%	-5%	-16%	1%	-1%	-3%	14%	-1%
CCOC(=O)c1nc(Nc2ccc(C(=O)OC(C)C)cc2)c2ccccc2n1	.	20%	.	3%	2%	?	-10%[59 µM]	-3%	-5%
CSc1ccccc1OCc1cc(C(=O)N2CCC(Oc3cccnc3)CC2)no1	.	.	-19%	.	?	5%	.	6%	-6%

Looked up one by one from the entries so far, 5 records:
SMILES	POLH inh	POLI inh	APEX1 inh	POLK inh	BAZ2B block	Apoferritin bind	G9a block	Pol beta inh	BLM helicase inh
Cc1cc(C)c2c(=O)cc(CSCC(=O)Nc3nnc(C)s3)[nH]c2c1	-10%	-17%	.	-11%[60.1 µM]	0%	56%[activator]	10%[59 µM]	1%	-1%
CC(C)(CO)N1CCN(C(=S)Nc2ccccc2)CC1	-8%	-7%	0%	9%	-2%	31%[activator]	-1%[12.7 µM]	14%	-1%
Cn1c(N)c(S(=O)(=O)N2CCN(c3ccccc3F)CC2)c(=O)n(C)c1=O	-12%	1%	-5%	-16%	1%	-1%	-3%	14%	-1%
CC1Sc2ccc(C(=O)Nc3ccccc3OC(F)F)cc2NC1=O (stereo not drawn)	-17%	13%	15%	-20%	7%	.	?	.	.
COc1ccccc1CC(=O)NN1C(=O)NC2(CCC(C)CC2)C1=O (stereo not drawn)	-20%	34%[activator]	5%	-14%	8%	.	-9%	.	.

The listing continues.
SMILES	POLH inh	POLI inh	APEX1 inh	POLK inh	BAZ2B block	Apoferritin bind	G9a block	Pol beta inh	BLM helicase inh
COc1ccc(S(=O)(=O)N2CCc3ccccc32)cc1C(=O)Nc1cccnc1	-11%	39%[activator]	-5%	-4%	-12%	3%	-34%	-12%	0%
COc1cccc(NC(=O)CNC(=O)Cn2cnc3sc(C)c(C)c3c2=O)c1	-3%	-12%	-7%	-16%	-11%	?	24%	4%	0%
COc1ccc(Nc2nc(-c3sc(C)nc3C)cs2)cc1	-13%	7%	-3%	-3%	50µM*	-16%	.	32%[activator]	-7%
CCn1nc(NS(=O)(=O)c2ccc(NC(C)=O)cc2)c2cc3ccccc3nc21	-10%	32%[activator]	69%[activator]	5%	-27%	-12%	3%	1%	1%
CS(=O)(=O)NCc1csc(-c2ccccc2)n1	5%	0%	14%	-14%	10%	-20%	10%[59 µM]	41%	-5%
COc1ccc(S(=O)(=O)N2CCCCCC2)cc1C(=O)N(C)Cc1cccc(OC)c1OC	-11%	23%	1%	-22%	-33%	.	-30%	.	.
CC(=O)N1CCc2cc(Br)cc(S(=O)(=O)CCC(=O)N3CCN(c4ccccn4)CC3)c21	-7%	-6%	4%	0%	-18%	-10%	37%[59 µM]	26%	0%
O=C(CCS(=O)(=O)c1ccccc1)N(Cc1cccnc1)c1nc2c(F)cccc2s1	-11%	?	.	-5%[60.1 µM]	-1%	-17%	?	?	-1%
O=C(CNc1cccc(S(=O)(=O)N2CCCC2)c1)Nc1ccc(F)cc1F	-15%	39%[activator]	7%	0%	5%	.	-10%	.	.
CCC(=O)NC1OC(CO)C(O)C(O)C1O (stereo not drawn)	-2%	8%	?	-9%	-11%	-8%	-5%	1%	-3%
O=C(Nc1ccccc1)c1cccc(N2CCCS2(=O)=O)c1	1%	-20%	.	-8%	-2%	30%	-26%[59 µM]	-4%	-1%
CCOc1ccc(C(=O)Nc2ccc(-c3nc4cc(C(C)C)ccc4o3)cc2)cc1Cl	-7%	17%	.	1%	-1%	-2%	-3%[59 µM]	-13%	-1%
Cc1ccc(C2=Nc3ccc(Br)cc3C(c3ccncc3)=NN2)cc1	-21%	56%[activator]	0%	-6%	?	-22%	17%	1%	-1%
O=C(Nc1ccc(C(=O)N2CCCC(CO)C2)cc1)c1ccc(Br)o1 (stereo not drawn)	-5%	-11%	-21%	1%	.	.	.	.	.
O=C(Nc1cccc(S(=O)(=O)N2CCCC2)c1)c1ccc2c(=O)n3c(nc2c1)CCCCC3	-13%	49%[activator]	21%	-11%	-6%	-13%	7%[59 µM]	14%	0%
CC1(C)Cc2nc3sc4c(=O)n(CC(N)=O)cnc4c3cc2CO1	-16%	-5%	-4%	-2%	3%	-4%	13%[59 µM]	17%	-7%
COc1cc(C2C(C#N)=C(N)Oc3c2ccc2ccccc32)ccc1OCC(=O)Nc1ccccc1C (stereo not drawn)	-5%	-6%	-8%	-4%	-6%	-9%	21%	26%	-7%
CN1CCN(c2nc3c(c(=O)[nH]c(=O)n3C)n2CCCSc2nnnn2-c2ccccc2)CC1	-23%	157%[activator]	-1%	-2%	-16%	-11%	25µM*	-3%	-3%
O=C(Nc1ccc2snnc2c1)N1CCOCC1	-14%	8%	12%	-6%	9%	-4%	?	25%	-8%
COc1ccc2c(c1)[C@@H]1[C@H](CO2)[C@H](c2ccccc2)[C@]2(C)C(=O)Nc3ccc(C)cc3C(=O)N12	-25%	15%	-19%	-6%	?	.	20%[2.33 µM]	.	.
Cn1c(SCC(=O)NNC(=O)c2ccc(Cl)cc2)nnc1-c1cccnc1	?	10%	-4%	-7%	.	-2%	?	17%	-1%
CNc1ncnc2c1ncn2[C@@H]1O[C@H](CO)[C@@H](O)[C@@H]1O	.	.	8%[21 µM]	-11%[12 µM]	.	10%[29.3 µM]	20%[21.5 µM]	.	5%[21.4 µM]
COc1cc(OC)cc(C(=O)NCCc2csc3nc(-c4ccccc4F)nn23)c1	0%	10%	.	-11%[60.1 µM]	-4%	-2%	1%[59 µM]	3%	2%
Cc1cccc(NC(=O)c2cc(S(=O)(=O)N3CCc4ccccc43)cn2C)c1C	5%	-13%	20%	-8%	7%	-8%	8%	18%	2%
Cc1cc(C(=O)N2CCN(C(c3ccccc3)c3ccccc3)CC2)on1	-12%	17%	20%	2%	8%	-23%	17%	-1%	-6%
O=C(CCN1C(=O)c2ccccc2C1=O)N1CCOCC1	-4%	-4%	4%	-8%	6%	6%	10%[59 µM]	0%	-10%
O=S(=O)(c1cc(F)ccc1F)N1CCN(c2ccccn2)CC1	-22%	32%[activator]	-2%	-1%	-3%	-7%	.	?	-1%
COC(=O)c1cc(S(=O)(=O)N(C)Cc2ccco2)c[nH]1	-12%	5%	64%[activator]	15%	-17%	-12%	-9%[59 µM]	-1%	-3%
c1ccc(-c2nnc(CN3CCN(c4ccccc4)CC3)o2)cc1	-17%&4%	14%&19%	-5%	1%&7%	-23%&-3%	-6%&6%	-4%	-9%&3%	-2%&-2%
